# Source: PubChem (National Center for Advancing Translational Sciences (NCATS))
# ELG1 DNA repair: qHTS screen for small molecules that inhibit ELG1-dependent DNA repair in human embryonic kidney (HEK293T) cells expressing luciferase-tagged ELG1; HEK293T ELG1-luciferase reporter, luminescence, 16 h; DNA damage induced by 5-fluorouridine; Potency, µM (doses to about 46.1 µM), inactives show at the top dose activity change, negative = inhibition, hits mostly inhibitors; 330,000 tested, 2.3% active; AID 504467, 2011; also: potency is read from the fitted curve at half-maximal effect; % is scaled to controls: 0 for no effect and ±100 for the full control effect; nearly all actives have a fitted effect of over 55% in size
#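 DMSO vehicle served as the neutral condition. Each well held 2,000 cells given 5-fluorouridine plus compound; after 16 hr at 37 °C/5% CO2, ONE-Glo was added and luciferase measured 30 min later.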
# USP2a inh: qHTS Assay for Inhibitors of Ubiquitin-specific Protease USP2a Using CHOP2 as the Reporter; Ubiquitin carboxyl-terminal hydrolase 2 (Homo sapiens), O75604; USP2 core, Ub-CHOP2 coupled fluorogenic reporter, 485/531; Potency, µM (series often up to 38.3 µM), for inactives: at the highest dose activity change, negative = inhibition, actives largely listed as inhibitors; 330,000 tested, 0.01% active;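 also: potency is read from the fitted curve at half-maximal effect; plate controls were DMSO wells for no effect and full inhibition by NEM control for full effect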
#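 Cell-free coupled assay: 10nM USP2 core preincubated 30min RT with compound in Tris-HCl pH 8.0/CaCl2/CHAPS buffer, then 25nM Ub-CHOP2 and 25nM reporter substrate; fluorescence (Ex 485/Em 531) read after 60min RT, normalized to NEM inhibition, concentration-response curves fitted.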
# hERG WT inh: qHTS for Inhibitors of KCHN2 3.1: Wildtype qHTS | 340,000 tested, 0.37% active | Voltage-gated inwardly rectifying potassium channel KCNH2 (Homo sapiens), Q12809 | U2OS, BacMam KCNH2, thallium flux FluxOr; active compounds read low | AID 720551, 2013 | activity change, % at 1.84 µM;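 active = maximum activity change below -70%; inconclusive = maximum activity change between -70% and -50%; inactive = maximum activity change above -50%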; also: % is scaled to controls: 0 for no effect and ±100 for the full control effect
# Target sequence (Q12809 whole entry, looked up): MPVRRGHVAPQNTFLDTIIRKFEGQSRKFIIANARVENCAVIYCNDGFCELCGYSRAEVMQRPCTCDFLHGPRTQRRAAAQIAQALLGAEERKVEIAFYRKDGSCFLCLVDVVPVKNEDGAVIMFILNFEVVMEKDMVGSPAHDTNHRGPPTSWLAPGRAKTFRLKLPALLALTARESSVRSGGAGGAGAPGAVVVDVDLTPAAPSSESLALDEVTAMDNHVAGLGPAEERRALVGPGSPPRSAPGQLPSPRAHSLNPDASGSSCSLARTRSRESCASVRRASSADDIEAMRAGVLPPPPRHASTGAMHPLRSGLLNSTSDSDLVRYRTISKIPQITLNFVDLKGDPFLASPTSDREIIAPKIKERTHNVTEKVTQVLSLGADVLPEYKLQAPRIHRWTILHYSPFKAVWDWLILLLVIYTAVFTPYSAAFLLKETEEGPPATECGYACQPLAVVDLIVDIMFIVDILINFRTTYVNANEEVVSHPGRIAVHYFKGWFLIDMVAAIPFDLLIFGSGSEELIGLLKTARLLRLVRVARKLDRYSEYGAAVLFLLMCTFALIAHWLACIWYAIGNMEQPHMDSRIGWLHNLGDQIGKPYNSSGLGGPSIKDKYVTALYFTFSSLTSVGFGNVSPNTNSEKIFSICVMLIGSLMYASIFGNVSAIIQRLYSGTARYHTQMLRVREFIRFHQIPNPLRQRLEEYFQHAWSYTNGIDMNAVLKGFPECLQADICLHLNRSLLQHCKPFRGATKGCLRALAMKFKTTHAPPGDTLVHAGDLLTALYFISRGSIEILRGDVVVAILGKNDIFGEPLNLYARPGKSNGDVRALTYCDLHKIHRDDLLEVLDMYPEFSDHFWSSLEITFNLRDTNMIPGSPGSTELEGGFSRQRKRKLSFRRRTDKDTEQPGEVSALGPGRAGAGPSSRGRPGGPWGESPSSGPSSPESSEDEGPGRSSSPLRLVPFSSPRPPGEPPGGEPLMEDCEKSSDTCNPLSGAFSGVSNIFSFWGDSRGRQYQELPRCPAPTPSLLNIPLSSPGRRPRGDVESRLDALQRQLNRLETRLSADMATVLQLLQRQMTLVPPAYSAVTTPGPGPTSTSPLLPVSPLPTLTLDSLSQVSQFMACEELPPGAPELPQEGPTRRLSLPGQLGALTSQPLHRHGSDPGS
#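 U2OS cells were transduced with wild-type KCNH2 virus (2.03 x 10^8 / mL) for 4 h at room temperature, then cultured overnight at 37 C. Thallium flux was read with FluxOr dye. Rate constants were normalized to DMSO controls.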
# TCR activator: Activators of T cell receptors: qHTS campaign; primary human leukocytes, anti-CD3, IL-2 HTRF, 48 h; 330,000 tested, under 10 active; Potency, µM (series often up to 9.22 µM), inactives show top-dose activation of IL-2 secretion, actives largely listed as activators; also: % of control where 0% means no effect
#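 48 hr co-incubation of compounds, a-CD3 beads and primary human leukocytes; IL-2 quantified homogeneously by HTRF with anti-IL-2 K and d2 conjugates.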
# KCNH2 3.1 block: qHTS for Inhibitors of KCHN2 3.1: Mutant qHTS; activity change, % (tested at about 1.8 µM); 340,000 tested, 0.95% active; U2OS KCNH2 3.1, thallium flux FluxOr; active compounds read low;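 active = maximum activity change below -70%; inconclusive = maximum activity change from -70% to -50%; inactive = maximum activity change above -50%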;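 also: thallium influx rate constant from kinetic fluorescence after stimulation buffer; % is scaled to controls: 0 for no effect and ±100 for the full control effect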
#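 Channel expression came from 3.1 mutant virus (1.77 x 10^8 /mL) applied to suspended U2OS cells for 4 h. Flux was tracked with FluxOr dye plus Red40 quencher, and kinetic rate constants normalized to controls.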
# AT treatment: qHTS Assay for Identifying a Potential Treatment of Ataxia-Telangiectasia | […] A-T fibroblasts, KAP-1 phosphorylation AlphaLISA; neocarzinostatin DNA damage 30 min before lysis | Potency, µM (top dose mostly 57.5 µM), without a hit: at the top dose activation, hits mostly activators | 320,000 tested, 0.19% active | AID 485349, 2010; also: potency is read from the fitted curve at half-maximal effect; % of control where 0% means no effect; nearly all actives have a fitted effect of over 45% in size
#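 ATM-like activity read as KAP-1 phosphorylation via AlphaLISA donor/acceptor antibody pairs after lysis and 6 hr at 25C. Cells were ATM-null patient fibroblasts ([…], hTERT), dosed 60 min, then exposed to the DSB inducer NCS for 30 min.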
# Mito fusion act: qHTS Assay for Small Molecule Inhibitors of Mitochondrial Division or Activators of Mitochondrial Fusion. 320,000 tested, 0.23% active. AID 485298, 2010. S. cerevisiae fusion-defective mutant growth rescue, CellTiterGlo 48 h. Potency, µM (series often up to 46.1 µM), for inactives: at the top dose growth rescue (activation), actives largely listed as activators;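 also: potency is read from the fitted curve at half-maximal effect; % of control where 0% means no effect; nearly all actives have a fitted effect of over 45% in size; temperature-sensitive fusion mutants such as fzo1-1 at 37 °C on non-fermentable ethanol glycerol medium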
#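 Compounds are tested for their ability to restore growth of mitochondrial fusion-defective yeast strains at non-permissive 37C in YPEG medium over 48 hours. Viability is quantified by luciferase luminescence.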
# Eya2 inh: qHTS Assay for Inhibitors of the Phosphatase Activity of Eya2; Protein phosphatase EYA2 (Homo sapiens), O00167; recombinant Eya2, OMFP fluorescence dephosphorylation (OMFP is methylfluorescein phosphate); Potency, µM (top dose mostly 76.9 µM), for inactives: at the top dose activity, negative = inhibition, usual class: inhibitors; 330,000 tested, 0.006% active; AID 488837, 2010; also: potency is read from the fitted curve at half-maximal effect; % is scaled to controls: 0 for no effect and ±100 for the full control effect
#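 Eya2 (0.2 uM) preincubated 10 min at ambient with compound, then OMFP substrate added at 50 uM; 10 min reaction in 50 mM HEPES pH 7.5, 50 mM NaCl, 5 uM MgCl2, 0.05% BSA, 1 mM DTT. Fluorescence read at Ex 485/Em 525 nm.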
# TSHR antagonist: Antagonists of the Thyroid Stimulating Hormone Receptor: HTS campaign; AID 504810, 2011; TSHR-expressing cells, TSH-stimulated cAMP HTRF, 2 h; active compounds read low; Thyrotropin receptor (Homo sapiens), P16473; 330,000 tested, 0.2% active; activity change, negative = inhibition, % at 11.5 µM;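 active = activity change below a set negative limit, meaning inhibition stronger than a set level, cut at about -70% in these data; inconclusive = activity change between two set negative limits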; also: % is scaled to controls: 0 for no effect and ±100 for the full control effect
#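 TSHR-expressing cells were treated with compounds, then stimulated with TSH at EC80 (4nM final) for 2 hours at 37 deg C. Cellular cAMP was measured by HTRF competition between lysate cAMP and cAMP-d2 for a cryptate-labelled anti-cAMP antibody.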
# TRPV1 agonist: HTS Assay for Compounds that Act as Agonists of the Vanilloid Receptor 1; Transient receptor potential cation channel subfamily V member 1 (Homo sapiens), Q8NER1; TRPV1-expressing cells, Fluo-8 calcium influx, agonist mode; activation, % at 8.33 µM; 320,000 tested, 0.19% active; AID 540275, 2011; in the data active = activation above about 80%; inconclusive = between about 30% and that limit; also: 0% is about no effect
#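 TRPV1-expressing cells were cultured overnight at 35.5C and loaded with Fluo-8 calcium dye for 40 to 90 min at room temperature. After a 10 s baseline, compound was added and calcium influx was read kinetically for 3 min (ex 480/em 520 nm).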
# Numbers without * were called inactive; i = inactive; ? = inconclusive; / = no result given; [ ] = another dose, or the depositor's remark. Unless noted, calls follow the shape of the dose curve; as a rule, active = well fitted curve in the direction sought with a large enough effect; inconclusive = small, poorly fitted or top-dose-only effect, or another doubt; inactive = no such curve, though single readings can be large; an effect the other way counts as inactive or inconclusive.
SMILES,ELG1 DNA repair,USP2a inh,hERG WT inh,TCR activator,KCNH2 3.1 block,AT treatment,Mito fusion act,Eya2 inh,TSHR antagonist,TRPV1 agonist
CC(C)(C)c1cc(C(=O)NCc2ccccc2)ccn1,-23.1%,-10.0%,-4.4,4.9%,5.8,1.2%,?,-4.6%,28.6,27.6
Cc1cc(C)c(C(=O)/C=C/c2cccs2)c(=O)[nH]1,?,4.8%,3.2,8.7%,-1.6,-5.7%,0.2%,2.0%,-1.4,2.0
O=C(CN1C(=O)c2ccccc2C1=O)NCC(=O)OCC(=O)c1ccc(Cl)cc1,-0.6%,3.5%,3.3,1.4%[46.1 µM],-5.8,-7.5%,2.6%,1.0%,6.3,-1.4
CCOC(=O)C1(C)NC(c2ccccc2F)C2C(=O)N(c3cccc(C(C)=O)c3)C(=O)C21 (stereo not drawn),-6.1%,2.3%,-8.0,/,11.2,6.9%,-1.2%,9.6%,-6.5,2.4
CNC(=S)NNC(=O)c1sc(-c2cc(C)on2)nc1C,16.7%,-0.4%,-5.4,-29.6%,-4.7,2.4%,-4.3%,-3.4%,17.3,-9.5
COc1ccc(OCC(=O)Nc2ccc3c(c2)C(=O)NC3=O)cc1,16.7%,3.0%,-7.9,-3.4%,11.1,7.0%,-0.7%,-2.7%,13.0,-0.7
Cc1ccc(CNC(=O)C2(C(F)(F)F)C/C(=C\Cc3ccccc3)CCCO2)o1 (stereo not drawn),8.4%,5.1%,11.9,-0.1%,6.0,-1.2%,0.3%,2.0%,-0.2,11.7
Cc1nnc(C)n1/N=C/c1cc(Br)cc(Br)c1O,4.6%,0.8%,-12.2,1.8%,5.0,-0.2%,17.7%,12.9%,-7.8,1.8
Cc1cc(C(=O)NC2CCCc3c2cnn3-c2cc(F)cc(F)c2)nn1C (stereo not drawn),-9.2%,2.7%,-3.8,-2.0%,13.9,13.2%,-0.2%,7.3%,-4.5,12.7
CC(C)C(NC(=O)c1c(F)cccc1F)C(=O)N1CCN(S(=O)(=O)c2ccc(F)cc2)CC1 (stereo not drawn),0.0%,1.0%,2.1,-3.4%,6.0,-1.9%,-5.0%,-0.4%,-0.2,-2.2
CCCOc1ccc(C(=O)NCC(c2ccco2)N(C)C)cc1OC (stereo not drawn),12.4%,-1.9%,28.8,1.1%[46.1 µM],-9.7,-6.3%,1.1%,-7.7%,12.5,6.0
CCCCN(CCCC)CC(O)COc1ccccc1C(=O)Nc1ccccc1 (stereo not drawn),-13.1%,3.1%,21.6,-13.5%,-73.6*,-0.3%,-2.1%,-23.4%,4.5,4.4
Cc1ccc(C(=O)N2CCN(Cc3ccc4c(c3)OCO4)CC2)c(Cl)c1,-32.2%,-0.5%,-20.0,-0.9%,-2.9,2.7%,-1.7%,6.0%,-19.7,5.6
CCOC(=O)c1c(-c2cccs2)csc1NC(=O)CC(C)C,0.0%,0.4%,3.4,0.2%,1.5,6.2%,0.3%,-6.5%,-14.5,28.8
CN1CCC(OC(=O)c2ccccc2Cl)CC1,-10.8%,-0.3%,i,-2.4%,-0.5,4.2%,-0.5%,-10.7%,11.5,2.0
NC(=O)[C@@H]1CCCN1Cc1nc(-c2ccccc2)no1,10.4%,-1.1%,-0.6,-0.2%,1.7,-2.3%,-0.4%,8.3%,4.3,0.7
CSc1ccc(NC(=O)Nc2ccccc2C(N)=O)cc1,?,5.7%,6.7,-1.9%,3.8,2.2%,13.2%,6.3%,-10.8,?
Cn1c(=NC(=O)c2ccco2)sc2cccc(F)c21,?,-1.4%,-14.2,6.9%,-4.6,-12.8%,5.5%,6.4%,-9.0,/
C=CCn1c(SCC(N)=O)nnc1-c1cccc(Br)c1,-16.0%,2.5%,-8.5,1.6%,-0.5,1.6%,-4.2%,3.4%,-5.7,-1.6
NC(=O)c1oc2ccccc2c1NC(=O)c1ccccc1,-10.0%,3.1%,-7.1,-0.2%,10.1,-2.3%,8.1%,0.2%,-15.4,-1.0
COC(=O)[C@@]1(C)[C@H]2C(=O)N(C)C(=O)[C@H]2[C@H]2CN=C(SCc3ccccc3)N21,8.3%,0.5%,1.5,-3.4%[46.1 µM],16.9,2.1%,/,4.4%,0.8,/
O=C(NCc1ccncc1)c1cc(C(=O)C2CC2)c[nH]1,13.1%,6.0%,-25.8,-0.7%,?,3.7%,3.0%,-0.4%,4.3,-1.6
O=C1c2cccc3cccc(c23)C(=O)N1c1ccncc1,?,-0.7%,3.6,-2.7%[46.1 µM],13.7,-2.0%,-5.4%,-15.6%,-9.8,3.7
CN(C)S(=O)(=O)N(CC(=O)N1CCN(c2ccccc2)CC1)c1ccccc1,4.4%,-4.1%,0.9,-5.2%,-8.8,-0.1%,3.0%,2.1%,16.7,-2.1
CCCN=Cc1c(CCC)[nH]n(-c2nc3ccccc3s2)c1=O,-14.3%,4.6%,7.7,5.7%,2.2,4.5%,-0.3%,9.1%,-7.8,-7.1

# Later entries:
SMILES,ELG1 DNA repair,USP2a inh,hERG WT inh,TCR activator,KCNH2 3.1 block,AT treatment,Mito fusion act,Eya2 inh,TSHR antagonist,TRPV1 agonist
COc1ccc2[nH]c(C)c(CCN3C(=O)OC(C)(C)C3(C)O)c2c1 (stereo not drawn),21.5%,4.0%,-5.7,2.3%,5.4,9.8%,2.5%,-4.2%,-5.6,2.9
Cn1cc(S(=O)(=O)N2CCOCC2)cc1C(=O)NCCc1ccccc1,20.3%,2.2%,-15.3,-7.0%,-0.7,12.8%,0.3%,-0.3%,-1.4,15.2
COc1ccccc1C(=O)Nc1ccnn1C1CCN(C/C=C/c2ccc(F)cc2)CC1,-6.1%,-4.7%,-123.0*,7.7%,-103.7*,4.7%,-2.7%,2.5%,-16.6,-2.1
CCOc1ccc2c(c1)ncn2Cc1ccccc1,?,10.3%,-3.2,1.0%,-11.3,-2.2%,-12.4%,-8.0%,14.4,0.4
O=C(NCCC(=O)N1CCN(c2ccc(F)cc2)CC1)c1ccco1,16.7%,-0.8%,6.1,5.1%,-5.7,1.4%,0.8%,-11.1%,6.3,-0.8
Cc1cccc(NNC(N)=S)c1C,-4.2%,2.8%,-1.0,3.5%,-49.2,-9.0%,-1.3%,5.5%,-1.1,6.6
CCN(CC)C(=O)C1CCCN(C(=O)c2cc(COc3cccc(OC)c3)on2)C1 (stereo not drawn),-3.7%,1.7%,-15.3,6.5%,2.9,11.4%,-0.5%,-4.9%,-2.9,0.1
COC(=O)c1c(NC(=S)Nc2ccc(CC(=O)O)cc2)sc(C)c1C,0.9%,0.3%,0.6,2.2%[46.1 µM],-7.4,-5.0%,4.5%,3.6%,-1.2,-1.4
O=C(Cn1nnc2ccccc21)OCC(=O)c1ccccc1,?,1.7%,-2.4,1.6%[46.1 µM],-8.7,1.6%,0.7%,-9.4%,18.9,-2.1
CC1(C)c2ssc(=S)c2-c2ccccc2N1C(=O)c1ccco1,?,0.6%,23.9,/,-31.4,-4.0%,2.3%,4.2%,-74.2*,-1.9
O=C(NCC(c1ccco1)N1CCCC1)c1ccc(-n2cccn2)cc1 (stereo not drawn),11.6%,1.2%,11.1,4.1%[46.1 µM],7.4,46.3%,/,2.7%,-5.9,/
COc1ccc(CCNc2oc(-c3ccc(OC)c(OC)c3)nc2P(=O)(OC)OC)cc1OC,-28.9%,3.6%,1.8,13.2%[46.1 µM],-3.3,-1.8%,-3.5%,-8.0%,2.1,0.5
CCOC(=O)c1ccc(NC(=O)c2cc3c(s2)CCC3)cc1,1.1%,5.6%,5.9,-0.8%,9.9,4.2%,10.0%,-5.8%,-15.3,106.2*
Cc1ccc(S(=O)(=O)N2CCCCC2)cc1C(=O)N(C)CC(=O)Nc1cccc(F)c1,14.9%,1.3%,-4.5,-4.3%,-3.2,5.7%,-2.8%,-1.6%,9.4,16.6
CCc1cccc(CC)c1NC(=O)c1cccc(N)c1,-3.7%,-1.7%,2.4,2.7%,7.5,4.0%,-0.8%,3.4%,-8.8,-1.3

# Some of the compounds tested. The share of hits here may be higher or lower than overall.
